Bioassay records: PubChem, several laboratories
RGS8-Gao reg: regulators of human RGS8-Galphao interaction; actives 0.34% (n = 220,000); P09471; multiplexed bead flow cytometry, RGS8-Galphao binding; actives lie on both sides; response (percent of control binding), % at 10 µM; AID 1423; in the data active means response below about 60% or above about 140%; inactive means in between;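 further: Galphao activated as the GDP aluminium fluoride complex binding bead-coupled RGS8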
RGS7-Gao: modulates binding of RGS7 to human Galphao. AID 1439. Multiplexed bead flow cytometry; actives lie on both sides. binding response (% of control), % at 10 µM. actives 0.35% (n = 220,000). P09471; in the data active means binding response below about 49% or above about 150%; inconclusive means no clear call, values can overlap the other calls; inactive means in between;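 further: fluorescent Galphao held in activated GDP-AlF4 state binding bead-coupled RGS7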
Bim-Bcl-W: disrupts Bim peptide binding to human Bcl-W; Q92843; bead-based flow cytometry; inhibition, % at 10 µM; actives 0.02% (n = 190,000); AID 952;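 further: 0% = bound tracer without compound and 100% = peptide blocker; higher means less fluorescent Bim peptide bound to Bcl-W beads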
Target sequence (Q92843 whole entry, looked up): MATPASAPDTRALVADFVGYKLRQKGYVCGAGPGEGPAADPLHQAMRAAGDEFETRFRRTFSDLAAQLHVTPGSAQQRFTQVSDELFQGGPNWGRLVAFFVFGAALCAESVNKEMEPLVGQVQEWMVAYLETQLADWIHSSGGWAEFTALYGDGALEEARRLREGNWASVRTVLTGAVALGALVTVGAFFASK
Bcl-XL Bim block: inhibitors of Bim-Bcl-XL interaction, human; Q07817; Bim peptide-Bcl-XL binding, bead flow cytometry, fluorescence; inhibition, % at 10 µM; actives 0.04% (n = 190,000)
Target sequence (Q07817 whole entry, looked up): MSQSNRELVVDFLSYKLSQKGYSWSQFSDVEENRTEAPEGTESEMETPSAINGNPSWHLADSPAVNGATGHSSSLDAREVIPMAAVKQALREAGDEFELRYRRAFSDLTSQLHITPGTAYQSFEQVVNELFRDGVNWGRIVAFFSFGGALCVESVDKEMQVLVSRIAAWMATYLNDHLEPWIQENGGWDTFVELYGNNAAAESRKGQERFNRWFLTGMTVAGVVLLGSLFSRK
Bim-Bfl-1: inhibitors of Bim-Bfl-1 interaction, human; Q16548; Bead-based flow cytometry, Bim-Bfl-1 binding inhibition; inhibition, % at 10 µM; actives 0.12% (n = 190,000);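 further: 0% = wells without compound plus tracer and 100% = blocker peptide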
Mcl1-Bid inh: disrupts binding of human Mcl-1 to Bid peptide. Q07820. TR-FRET Mcl-1/Bid-Dy647 peptide binding, 1536-well. inhibition, % at 21.7 µM. actives 0.97% (n = 220,000). AID 1021;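 active means compounds that cut the binding signal by more than half at the single screening dose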;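 further: His-tagged Mcl-1 with europium anti-His antibody binding Bid BH3 peptide; 0% = Mcl-1 plus peptide wells and 100% = peptide-only wells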
Target sequence (Q07820 whole entry, looked up): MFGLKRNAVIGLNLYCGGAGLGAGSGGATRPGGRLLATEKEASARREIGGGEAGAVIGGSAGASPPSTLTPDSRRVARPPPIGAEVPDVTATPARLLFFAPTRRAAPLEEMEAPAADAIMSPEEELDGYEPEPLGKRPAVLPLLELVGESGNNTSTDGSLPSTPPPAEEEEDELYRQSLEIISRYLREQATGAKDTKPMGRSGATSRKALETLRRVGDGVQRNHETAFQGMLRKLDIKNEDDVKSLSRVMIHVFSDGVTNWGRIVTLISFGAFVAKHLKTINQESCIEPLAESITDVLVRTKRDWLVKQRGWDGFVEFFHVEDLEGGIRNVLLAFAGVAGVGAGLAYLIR
RGS4-Gao reg: modulates binding of RGS4 to human Galphao | P09471 | Multiplexed bead flow cytometry; actives lie on both sides | binding response (% of control), % at 10 µM | actives 0.33% (n = 220,000) | AID 1415; in the data active means binding response below about 49% or above about 150%; inactive means in between;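 further: fluorescent Galphao activated with aluminum fluoride binding bead-coupled RGS4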
Bim-Bcl-2: disrupts Bim peptide binding to human Bcl-2; Bead-based flow cytometry, Bim peptide-Bcl-2 binding; P10415; inhibition, % at 10 µM; actives 0.06% (n = 190,000); in the data active means inhibition above about 40%; inconclusive means no clear call, values can overlap the other calls;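 further: 0% = no compound wells with probe peptide and 100% = reference peptide inhibitor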
Bim-Bcl-B: inhibitors of Bim-Bcl-B interaction, human; Q9HD36; inhibition, % at 10 µM; bead-based flow cytometry, Bim peptide-Bcl-B binding; actives 0.073% (n = 190,000); AID 951;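 further: 0% = tracer peptide without compound and 100% = reference inhibitor peptide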
Target sequence (Q9HD36 whole entry, looked up): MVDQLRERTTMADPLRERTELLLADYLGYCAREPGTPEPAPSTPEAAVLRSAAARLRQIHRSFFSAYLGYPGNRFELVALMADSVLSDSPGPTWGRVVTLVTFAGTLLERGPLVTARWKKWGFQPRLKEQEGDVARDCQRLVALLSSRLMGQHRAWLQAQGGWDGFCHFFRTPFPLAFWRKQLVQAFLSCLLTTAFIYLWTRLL
GSH fluor: GSH bead compound fluorescence profile. actives 0.25% (n = 190,000). GSH beads flow cytometry, compound fluorescence 488/530 nm; stronger effect = higher value. fluorescence (KMESF) at 10 µM; in the data active means fluorescence above about 89;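 further: glutathione beads carrying GST-tagged Bcl family fusion proteins plus one bare bead set; values are compound well signal with DMSO vehicle wells as background; inactives centre near 16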
Bim-Mcl-1: human Bim-Mcl-1 interaction inhibition | actives 0.1% (n = 190,000) | inhibition, % at 10 µM | Bead-based flow cytometry, Bim peptide-Mcl-1 binding;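 further: 0% = no compound tracer wells and 100% = peptide blocker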
Active calls of the source: *; ? = inconclusive. Unless noted, no stated cut-off is given here; in the data, active means inhibition above about 40%.

SMILES	RGS8-Gao reg	RGS7-Gao	Bim-Bcl-W	Bcl-XL Bim block	Bim-Bfl-1	Mcl1-Bid inh	RGS4-Gao reg	Bim-Bcl-2	Bim-Bcl-B	GSH fluor	Bim-Mcl-1
Cc1nnc(SCC(=O)Nc2nc(-c3ccccc3)cs2)n1N	99	97	-1	0	-2	-20	96	3	-5	29	-1
O=C(CSc1n[nH]c(-c2ccccc2F)n1)NCC(=O)Nc1ccc(F)c(F)c1F	104	?	-2	-1	-5	-32	106	-3	-2	12	-1
O=C(Cc1cccc2ccccc12)N/N=C1\CCCc2ccccc21	102	97	1	-1	-11	-1	99	-7	-6	12	2
CCCc1ncc(C(O)(c2ccccc2)c2ccccc2)n1C	103	102	-1	-2	-5	-7	103	-1	-3	14	0
CNc1cc(CSC)nc(SCc2ccc(Cl)cc2Cl)n1	96	101	-3	-3	-3	11	98	-5	0	36	-3
CSc1nc2ccccc2n1Cc1c(Cl)cccc1Cl	100	97	0	-2	-1	-24	100	-3	-3	20	0
COC(=O)c1cc(Cl)c(NC(=O)c2cc(OC)c(OC)c(OC)c2)cc1OC	98	100	-1	-7	-21	-14	100	-15	-9	34	-3
O=C(Nc1ccc(-c2cn3ccccc3n2)cc1)c1ccco1	98	102	0	0	-2	-97	101	-1	0	7	-1
COc1ccccc1N1CCN(C(CNC(=O)c2ccco2)c2cccnc2)CC1 (stereo not drawn)	98	93	-2	-5	-7	-39	94	-2	-4	15	-1
CSc1ccccc1NC(=O)CCn1c(=O)sc2ccccc21	101	99	-4	-11	-20	-21	98	-11	-12	28	-4
C=CCNCCCOc1ccc(C)cc1Br	90	95	-2	0	0	-19	90	1	-4	11	-2
COc1ccc(/C=C/C(=O)Nc2cccc(F)c2)cc1S(=O)(=O)N1CCOCC1	96	102	0	2	2	-1	100	0	3	7	2
COc1nc2c(s1)C(=O)NCCC2	101	103	-2	-7	-5	-8	102	-8	-6	11	0
Cc1nc2ccccc2n1CC(=O)OCC(=O)NCc1ccccc1	104	111	0	-2	-8	-7	107	-6	-3	24	-3
CCc1cc2c(SCC(=O)c3ccc(Cl)s3)ncnc2s1	105	106	-2	0	-12	-6	108	-6	-15	46	-3
COc1ccc2[nH]c(=O)c(CN(CCO)C(=O)c3ccccc3F)cc2c1	100	91	-1	0	0	5	96	-2	0	32	-4
Cn1c(=O)c2c(SCC(=O)N3CCCc4ccccc43)nc(C3CC3)nc2n(C)c1=O	102	95	-1	-5	-8	9	103	-6	-14	25	-1
COc1ccc(CCNC(=O)CN(CCc2ccccc2)S(C)(=O)=O)cc1	100	101	0	-2	3	1	102	-2	-3	10	-6
CCOC(=O)N1CCN(Cc2ccc(F)cc2F)CC1	103	102	0	0	1	26	100	0	0	12	0
C=CCn1c(SCc2ccc(C(=O)Nc3nccs3)cc2)nnc1-c1ccc(C)c(Cl)c1	99	99	0	-2	-5	-36	98	-7	-4	10	-1
COc1ccccc1CNC(=O)CN(C)CC(=O)Nc1cccc(F)c1	101	100	-11	-14	-23	-26	101	-14	-10	26	-7
CC(OC(=O)CN1C(=O)C2CCCCC2C1=O)C(=O)Nc1ncc(Cl)cc1Cl (stereo not drawn)	100	96	0	-2	0	-5	97	-2	-3	20	0
CC1Cc2ccccc2N1CC(=O)c1c(N)n(Cc2ccccc2)c(=O)n(C)c1=O (stereo not drawn)	99	98	-4	-7	-8	-29	99	-5	-8	15	-1
CCOCCCNC(=O)C(c1ccc(C)cc1)N(Cc1ccc2c(c1)OCO2)C(=O)CNC(C)=O (stereo not drawn)	96	103	0	-5	-17	-5	101	-11	-10	21	-6
CCC(C)N1C(=O)S/C(=C/c2ccc3c(c2)n(C)c(=O)n3C)C1=O (stereo not drawn)	108	100	1	-1	-2	5	99	1	-2	13	1
COc1ccccc1NC(=O)C(=O)NCc1ccncc1	102	99	-6	-10	-1	-18	101	-2	-9	9	-5
CC(=O)N(CCC(c1ccccc1)c1ccco1)Cc1cccs1 (stereo not drawn)	95	98	-2	-1	-3	-23	99	-2	-2	21	-3
COc1ccc(-c2nc(NC(=O)CSc3nnc(C)s3)ns2)cc1	98	92	0	0	0	11	88	0	0	24	-2
Cc1sc2nc(CN3CCCC3)nc(Cl)c2c1C	104	103	-4	-3	0	-12	100	-3	-6	6	-1
O=C(CSc1nc2ccccc2[nH]1)Nc1nc(-c2ccccc2)c(-c2ccccc2)o1	101	105	-8	-8	-10	-62	99	-6	-11	12	-6
Cc1nc2c(c(=O)n1CCC1=CCCCC1)c1nc3ccccc3nc1n2/N=C/c1ccccc1	98	97	-4	-8	4	-11	98	4	0	17	0
CC(NC(=O)c1ccc(F)cc1)C(c1cccs1)N1CCN(C)CC1 (stereo not drawn)	100	87	-2	-3	0	-10	87	-1	-2	60	4
COc1cc(C(=O)NCCCN2CCCC2=O)cc(OC)c1OC	98	94	0	-3	-11	-25	98	1	-7	16	-1
COc1ccc(CCNC(=O)C2Cc3ccccc3C(=O)O2)cc1 (stereo not drawn)	100	102	-2	-5	-6	-8	100	-2	-4	15	0
CNC(=S)N/N=C/c1ccc(-c2ccc(Cl)c([N+](=O)[O-])c2)o1	97	97	0	1	1	-45	99	0	-6	27	0
COc1ccc(/C=C/C(=O)OCC(=O)Nc2ccc(Cl)c(S(=O)(=O)N(C)C)c2)cc1OC	99	96	-1	-4	0	-28	97	-1	-1	11	14
NC(N)=NS(=O)(=O)c1ccc(N/C=C\C(=O)c2ccncc2)cc1	98	103	0	-2	-2	-8	91	-2	0	9	-1
Cc1nn(CCC(=O)NNC(=S)Nc2ccccc2)c(C)c1Br	106	104	-1	-4	5	-66	97	0	-26	5	-8
CCOC(=O)C1(C)NC(c2ccc(OC)c(OC)c2)C2C(=O)N(CC)C(=O)C21 (stereo not drawn)	100	99	1	7	-15	3	101	-11	-8	40	-1
Cc1cc(C)c2c(N)c(C(=O)N3CCc4ccccc4C3)sc2n1	97	98	-9	-17	-4	-35	98	-9	-45	14	-11

Brought forward from above: 5 entries; new compounds follow.
SMILES	RGS8-Gao reg	RGS7-Gao	Bim-Bcl-W	Bcl-XL Bim block	Bim-Bfl-1	Mcl1-Bid inh	RGS4-Gao reg	Bim-Bcl-2	Bim-Bcl-B	GSH fluor	Bim-Mcl-1
COc1ccc(/C=C/C(=O)OCC(=O)Nc2ccc(Cl)c(S(=O)(=O)N(C)C)c2)cc1OC	99	96	-1	-4	0	-28	97	-1	-1	11	14
NC(N)=NS(=O)(=O)c1ccc(N/C=C\C(=O)c2ccncc2)cc1	98	103	0	-2	-2	-8	91	-2	0	9	-1
Cc1nn(CCC(=O)NNC(=S)Nc2ccccc2)c(C)c1Br	106	104	-1	-4	5	-66	97	0	-26	5	-8
CCOC(=O)C1(C)NC(c2ccc(OC)c(OC)c2)C2C(=O)N(CC)C(=O)C21 (stereo not drawn)	100	99	1	7	-15	3	101	-11	-8	40	-1
Cc1cc(C)c2c(N)c(C(=O)N3CCc4ccccc4C3)sc2n1	97	98	-9	-17	-4	-35	98	-9	-45	14	-11
COc1ccc(COCC(O)CN2CCOCC2)cc1OC (stereo not drawn)	103	102	-1	-13	-13	-6	100	-7	-8	35	-4
Cc1ccc(-n2nc(-c3ccco3)cc2C(=O)NCc2cccnc2)cc1	92	98	1	0	0	-30	89	0	1	18	0
O=C(NCCc1ccccc1)c1cccnc1N1CCCCCC1	103	99	-1	-2	-7	-17	101	-4	-4	4	3
CCN(CC)c1nc2cc(C)ccc2cc1/C=C(\C#N)C(N)=O	99	?	0	0	-3	-22	99	-2	-3	12	0
Cc1[nH]c(=O)[nH]c(=O)c1S(=O)(=O)NCC12CC3CC(CC(C3)C1)C2	97	98	1	-17	-8	-4	100	-7	-8	23	0
Cc1cccc(OCc2nnc(SCC(=O)N3CCN(C(=O)c4ccco4)CC3)n2C)c1C	101	108	0	0	-10	-13	104	-3	-8	26	-8
Cc1cc(=O)n(C)c(=O)n1CCCCOc1ccc([N+](=O)[O-])cc1	104	102	0	0	-3	16	103	-3	-5	8	0
COCCn1cnc2c1c(=O)n(CC(=O)OCC(=O)NCCCc1ccccc1)c(=O)n2Cc1ccccc1	103	103	-4	-8	-3	-22	100	-6	-8	11	-6
COc1ccc(/C(O)=C2/C(=O)C(=O)N(c3ncccn3)C2c2ccc(OC)c(OC)c2)cc1 (stereo not drawn)	97	90	0	-6	-14	-39	94	-5	-7	36	-4
NC(=O)CN1CCN(C(=O)NC2CCCCC2)CC1	105	102	2	-1	-7	-2	104	-9	-5	27	0
CCOC(=O)CSc1nnc(-c2ccccc2)c(=O)[nH]1	100	96	2	1	-9	-19	96	-10	-8	50	-1
CC(C)N(C)S(=O)(=O)c1ccc(Cl)c(C(=O)O)c1	102	?	2	-1	-8	-7	104	-4	-5	14	-2
CCOCCc1nnc(NC(=O)Cc2ccc(Br)cc2)s1	102	101	-3	-2	-1	-1	101	-2	-2	14	-3
O=C(CSCCO)Nc1ccccc1	101	97	-2	-9	-16	-15	99	-9	-9	27	-4
CSc1ccc(C(=O)C2CCCN(C(=O)c3nn(C)c(=O)c4ccccc34)C2)cc1 (stereo not drawn)	100	103	-3	0	-3	-15	101	-3	-1	11	0
COc1cccc(CN2CCN(CCc3ccccc3)C(CCO)C2)c1OC (stereo not drawn)	99	94	1	-2	-3	-5	102	2	-4	17	-2
CC(=O)C1=C(O)C(=O)N(CCc2c[nH]c3ccccc23)C1c1cccc(O)c1 (stereo not drawn)	101	101	0	0	-2	-7	99	-1	-1	18	1
CC(C)c1ccc(-c2nc(N3CCCCC3)[nH]c(=O)c2C#N)cc1	95	88	2	4	-12	-8	87	-9	-7	37	0
Cc1ccc(S(=O)(=O)NNC(=O)CCC(=O)Nc2ccc(C)c(C)c2)cc1	100	96	0	1	1	3	100	-2	-2	19	0
O=C(CSc1ncn[nH]1)Nc1ccccc1C(=O)O	100	100	-5	-5	-3	-1	100	-2	-4	30	-5
O=C(COC(=O)c1cccs1)Nc1ccccc1C(F)(F)F	98	105	0	2	3	-3	100	-1	3	13	1
N#CCCSc1ncnc2c1oc1ccccc12	102	102	3	4	-7	-12	100	-6	-11	39	-5
O=C(Nc1ccn(Cc2c(F)c(F)cc(F)c2F)n1)c1ccc(COc2ccc(Cl)cc2Cl)o1	101	100	1	-7	-18	-20	102	-9	-12	34	-2
Cc1ccc2c(c1)CC1(CN2C)C(=O)OC(C)(C)OC1=O	95	99	-2	-3	0	-72	104	-3	-6	20	-10
Cc1ccc(CC2CC(=O)N(c3ccc(Cl)cn3)C2=O)cc1 (stereo not drawn)	93	90	-2	-6	-14	-31	91	-11	-5	12	0
COCCNC(=O)c1ccccc1NC(=O)c1cccc([N+](=O)[O-])c1C	101	99	0	0	-5	-18	104	-1	0	11	1
CCNS(=O)(=O)c1ccc(NC(=O)Nc2ccccc2OC)cc1	101	92	2	0	-1	6	99	-1	-5	9	1
CCCc1cc2c(c(NC(C)=O)n1)c(=O)oc1ccccc12	101	101	3	0	-4	1	103	-4	-2	37	0
CCCN(CC1CC1)C(=O)CCc1nnc(C(OC)c2ccccc2)o1 (stereo not drawn)	104	110	0	-1	-4	-13	102	-2	-4	8	-3
Cc1cccc(NC(=O)c2cc(Cl)sc2Cl)c1C	98	100	-4	-7	-9	17	99	-3	-9	13	-2
COC(=O)c1ccc(COC(=O)c2ccc(SC)cc2OC)cc1	99	96	-2	-4	-7	-18	99	-6	-5	12	-3
